Screening data deposited in PubChem by several laboratories.
West Nile antiviral: West Nile virus antiviral activity, cell-based, CPE readout (AID 1621). West Nile virus-infected cells, CPE inhibition; higher % means a stronger effect. CPE inhibition, % at 10 µM, or IC50 in µM where a hit was titrated. 290,000 tested, 0.02% active; in the data active means a potency from the dose series; inconclusive means CPE inhibition mostly from about 3.7% at the one dose, without a potency; inactive means the rest, 99 in 100 with CPE inhibition below about 2.2%; further: strong numbers were not always called active
TNAP activators: human TNAP enzyme activators, primary screen, biochemical, luminescent, no phosphate acceptor, uHTS (AID 1001); purified TNAP, luminescent activation assay, no phosphate acceptor; higher activation fold means a stronger effect; one-dose activation fold at 20 µM; EC50 in µM for titrated hits; 200,000 tested, 0.03% active; in the data active means activation fold from about 3, or a potency from the dose series; inactive means the rest, 99 in 100 with activation fold below about 1.6; further: many of its hits are not listed in these tables
Ins promoter up: insulin promoter activators in MIN6 cells, imaging, high-content screening, mouse beta cells | MIN6 insulin promoter-GFP reporter; hits give high values | z-score at 5 µM | 190,000 tested, 0.3% active;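 active means z-score above 3 at 5 µM with at least 500 cells counted in the well; inconclusive means wells under 500 cells, flagged as cytotoxic or low count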
PhoP inhibition: inhibitors of PhoP regulon expression, primary screen, Salmonella Typhimurium, GFP reporter (AID 1863) | S. Typhimurium PhoP-regulated promoter GFP reporter, 4 h; higher % means a stronger effect | one-dose inhibition, % at 50 µM; IC50 in µM for titrated hits | 300,000 tested, 0.16% active;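 active means inhibition over 29.93%, a cutoff 3 SD above the screen mean, later confirmed by dose response; inconclusive means inhibition over 29.93% but no dose response follow-up; inactive means inhibition at most 29.93% or unconfirmed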;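 further: 0% = low Mg2+ inducing control and 100% = high Mg2+ repressing control; strong numbers were not always called active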
RSV antiviral HEp-2: RSV antiviral activity via CPE protection, HEp-2 cells, primary 10 µM value included (AID 2391); 310,000 tested, 0.13% active; CPE inhibition, % at 10 µM; hits with a dose series show IC50 in µM; HEp-2 cells, RSV-induced CPE inhibition; higher % means a stronger effect; in the data active means a potency from the dose series; inconclusive means CPE inhibition mostly from about 23% at the one dose, without a potency; inactive means the rest, 99 in 100 with CPE inhibition below about 21%; further: strong numbers were not always called active
SV40 large T antigen: SV40 large T antigen inhibitors, biochemical (AID 1903); 310,000 tested, 0.39% active; one-dose inhibition, % at 20 µM; IC50 in µM for titrated hits; SV40 large T antigen ATPase/helicase inhibition assay; higher % means a stronger effect; in the data active means a potency from the dose series; inconclusive means inhibition mostly from about 32% at the one dose, without a potency; inactive means the rest, 99 in 100 with inhibition below about 32%; further: strong numbers were not always called active
human PMI inhibition: inhibitors of human PMI, primary screen, biochemical, fluorescence intensity, coupled assay (AID 1209). Mannose-6-phosphate isomerase (Homo sapiens). purified PMI enzyme, coupled fluorescence intensity; higher % means a stronger effect. inhibition, % at 20 µM; hits with a dose series show IC50 in µM. 190,000 tested, 0.42% active;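 further: plate controls were DMSO vehicle for no effect and wells lacking substrate for full effect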
PMI inhibition: human PMI inhibitors, high substrate, primary screen, biochemical, fluorescence intensity, high mannose 6-phosphate (AID 1220); inhibition, % at 20 µM, or IC50 in µM where a hit was titrated; recombinant PMI enzyme, coupled fluorescence intensity; higher % means a stronger effect; 190,000 tested, 0.66% active; Mannose-6-phosphate isomerase (Homo sapiens)
ER stress rescue: rescue of cells from ER stress-induced death, primary screen, 384-well, CSM14.1, thapsigargin, ATP luminescence (AID 1222); CSM14.1 thapsigargin-induced death rescue, ATP luminescence; higher % means a stronger effect; one-dose cellular ATP content (survival), % at 20 µM; EC50 in µM for titrated hits; 190,000 tested, under 10 active;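 active means EC50 below 50 µM in the dose-response confirmation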;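 further: death triggered by thapsigargin at about 15 µM added after 2 h compound pretreatment; cell ATP read after overnight thapsigargin exposure of roughly 18 to 22 hours; normalized against plate controls of thapsigargin alone and 5% DMSO vehicle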
Ins promoter up cell count: also measured in Ins promoter up; calls as there; cell count; measured here: cytotoxicity, nuclei count;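 total cells summed across four imaged fields per well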
Numbers without * were called inactive; ? = inconclusive; . = no result given. Unless noted, no stated cut-off is given here; in the data, active means inhibition above about 50%; inactive means the rest.

SMILES	West Nile antiviral	TNAP activators	Ins promoter up	Ins promoter up cell count	PhoP inhibition	RSV antiviral HEp-2	SV40 large T antigen	human PMI inhibition	PMI inhibition	ER stress rescue
C/C(=N\NC(=O)Cc1c(C)[nH][nH]c1=O)c1ccc(Cl)c(Cl)c1	0.3%	.	-0.03	1400	-10%	-0.5%	20%	.	.	.
CCCCN(C(=O)NC(=O)Nc1ccccc1OC)S(C)(=O)=O	0.2%	1.1	0.94	1301	8%	-0.8%	9%	-1%	23%	-1.2%
Cc1ccc(S(=O)(=O)N2CCN(S(=O)(=O)N3CCCCC3)CC2)cc1	-0.1%	1.1	0.46	1283	-8%	0.3%	18%	15%	10%	-1.9%
CCOc1ccc(S(=O)(=O)NCc2ccccn2)cc1	-0.2%	1.1	0.38	811	-9%	1.0%	13%	9%	5%	-5.1%
Cc1ccc(-n2c(=S)sc3c(=O)n(-c4ccccc4C)c(SCC(=O)O)nc32)cc1C	0.6%	.	.	.	-1%	2.4%	26%	.	.	.
COc1ccc(CN2C(=O)CSC2c2ccncc2)cc1 (centres undefined)	-0.2%	.	0.46	1446	-6%	3.0%	10%	.	.	.
Cc1ccc(NC(=O)CC2CCCC2)c(Br)c1	0.7%	.	.	.	-2%	-0.3%	9%	.	.	.
COc1ccc(NC(=S)Nc2cccc3cnccc23)cc1	?	1.1	-0.12	1380	15%	9.5%	28%	64%*	.	19%
CCNC(=O)COc1ccc(Br)cc1Cl	-1.0%	1.1	0.73	1198	14%	?	4%	13%	12%	-1.5%
Fc1ccccc1NC(=S)N1CCN(Cc2ccccc2)CC1	-1.1%	1.1	0.76	1184	-1%	0.1%	-3%	7%	14%	2.3%
COc1ccc(NC(=O)CSc2nc3nc(C)cc(C)c3c(=O)[nH]2)cc1	0.5%	.	.	.	-10%	0.7%	2%	.	.	.
Cc1noc(NS(=O)(=O)c2ccc(NC(=O)CSc3nc4c(cc3C#N)CCC4)cc2)c1C	-0.2%	1.1	.	.	9%	4.2%	8%	-13%	-20%	.
CCc1nc(SCC(=O)N2CC(=O)Nc3ccccc32)c2c(C)c(C)sc2n1	-0.1%	1.1	0.09	1362	3%	0.2%	6%	2%	1%	-2.5%
O=C(N/C=C\c1ccccc1)NCc1ccc(Cl)cc1	0.6%	1.1	0.06	1566	4%	7.6%	16%	-4%	1%	-0.6%
COCCn1c(SCC(=O)Nc2cc(C)cc(C)c2)nnc1C(C)C	-0.1%	1.1	.	.	1%	0.6%	-8%	13%	5%	-0.1%
CCOC(=O)c1c(CNCCN(CC)CC)n(C)c2cc(Br)c(OC)cc12	2.6%	1	0.7	902	-1%	-0.8%	14%	1%	0%	-1.6%
Cc1cc(C)n(/C(=C\N(C)C)C(=O)c2ccc(Cl)cc2)n1	0.1%	1	-0.37	1303	9%	2.5%	4%	-10%	-4%	-2.4%
CC1=C(C(=O)Nc2ccc(CC(=O)NCc3ccc(OC(C)C)cc3)cc2)SCCO1	-0.5%	.	.	.	-2%	3.2%	9%	.	.	.
CCc1ccccc1NC(=O)CN(C1CCCCC1)S(C)(=O)=O	-0.2%	.	.	.	-5%	0.5%	7%	.	.	.
Cc1nn(-c2cc(N(S(C)(=O)=O)S(C)(=O)=O)c(Cl)cc2Cl)c(=O)n1C	-0.3%	1	0	1290	-2%	1.2%	8%	8%	13%	-1.8%
COc1ccc(-c2cc(C(=O)NCCN3CCOCC3)no2)cc1OC	-0.2%	.	.	.	-1%	1.7%	25%	.	.	.
O=C(c1noc2c1CCCC2)N1CCN(C(c2ccccc2)c2ccccc2)CC1	-0.6%	1	0.45	1190	3%	.	-1%	20%	16%	5.0%
CCN(Cc1ccccc1)S(=O)(=O)c1c(N)n(C)c(=O)n(C)c1=O	-0.3%	.	.	.	2%	0.9%	0%	.	.	.
COc1ccc(-c2[nH]ncc2/C=N\NC(=O)c2cccs2)cc1OC	0.0%	.	.	.	-4%	0.7%	15%	.	.	.
O=C(NCc1ccccc1)/C(=C/c1ccc([N+](=O)[O-])cc1)NC(=O)c1ccco1	-0.5%	.	.	.	5%	0.5%	-28%	.	.	.
CC(NC(=O)c1ccccc1N)c1ccccc1 (centres undefined)	0.0%	1.1	-0.16	1425	-5%	3.8%	11%	-3%	-2%	0.7%
CC(=O)Oc1ccc(N2C(=O)C3C4C=CC(C5CC45)C3C2=O)cc1[N+](=O)[O-] (centres undefined)	-0.8%	1.1	.	.	-2%	0.6%	9%	-1%	-10%	0.0%
COc1cccc(C2CC(=O)Nc3cc(OC)c(OC)c(OC)c32)c1OC (centres undefined)	0.6%	1.1	-0.17	1305	36%	8.7%	-5%	16%	10%	3.1%
CCOC(=O)c1nnn(-c2nonc2-n2cccc2)c1C	0.1%	1	0.21	1290	1%	2.4%	21%	2%	-1%	-2.0%
CC1CC(c2ccccc2)n2nc(NC(=O)c3cccs3)nc2N1 (centres undefined)	0.4%	1.1	0.09	980	22%	0.7%	17%	13%	10%	2.6%
O=C(CSc1nccc2ccccc12)N1CCN(c2ccccn2)CC1	.	1.2	1.1	909	9%	1.5%	1%	8%	5%	4.3%
CCN(CC(=O)Nc1ccc2c(c1)OCCO2)C(=O)c1cccc(S(=O)(=O)N2CCOCC2)c1	-0.3%	1.1	-0.02	1505	-5%	0.6%	7%	7%	3%	-0.3%
Cc1ccccc1C(=O)Nc1nnc(-c2ccc(C(C)(C)C)cc2)s1	0.1%	1.2	-0.01	1232	5%	-0.1%	8%	5%	4%	0.7%
COC(=O)C1CN(S(=O)(=O)c2cc(OC)ccc2OC)CCS1 (centres undefined)	-0.2%	.	.	.	-4%	1.9%	14%	.	.	.
Cc1nc2ccccc2n1/N=C/c1ccc([N+](=O)[O-])s1	?	1	-2.4	590	-24%	3.4%	2%	-8%	5%	0.8%
O=C(COC(=O)c1cccs1)NCc1ccco1	0.6%	1.1	0.28	1146	.	1.4%	.	-5%	-3%	-0.6%
Cc1cccc(N2C(=O)C(Oc3ccc(Cl)cc3Cl)C2C(=O)O)c1C (centres undefined)	0.1%	1	0.06	1160	3%	1.1%	9%	-24%	32%	-5.2%
Clc1ccc(C=NC23CN4CN(CN(C4)C2)C3)cc1	-0.2%	1	0.5	1162	-11%	1.2%	-1%	4%	13%	-2.6%
Cc1cc(Nc2ccc3c(c2)OCCO3)c2cccc(C)c2n1	-1.1%	1.1	-1	1137	8%	11%	9%	-5%	-2%	4.1%
Cc1ccc(NC(=O)Cc2noc3ccccc23)nc1	-0.3%	1.1	-0.02	1193	8%	0.8%	3%	4%	10%	0.0%
Cc1ccccc1-c1noc(CCC(=O)NCc2ccco2)n1	-0.3%	.	0.34	1044	-9%	0.8%	20%	.	.	.
CC(=O)Nc1ccc2[nH]c(C)c(CC=C(Cl)Cl)c(=O)c2c1	0.7%	1.1	-0.47	944	-2%	3.0%	6%	5%	-3%	-2.5%
CC(=O)N1CCN=C1SCc1ccccc1Cl	0.0%	1.2	0.96	963	8%	1.6%	2%	0%	-10%	-1.3%
CCn1cnc2c1c(=O)n(Cc1cccc([N+](=O)[O-])c1)c(=O)n2Cc1ccccc1	-0.6%	.	.	.	-3%	16%	9%	.	.	.
Clc1ccc(CSc2nnc(/C=C/c3ccccc3)o2)cc1	0.0%	1	-4.4	669	-10%	-0.2%	9%	8%	8%	-0.4%
COc1ccc(OCCn2c(NC(=O)c3ccco3)nc3ccccc32)cc1	-0.2%	1.2	1	1201	8%	0.5%	7%	3%	0%	0.4%
COc1ccc(C(CCN2CCCC(C)C2)c2c(OC)cc(OC)c3c2OC(=O)CC3c2cc(OC)c(OC)c(OC)c2)cc1 (centres undefined)	0.3%	.	.	.	-3%	-1.2%	5%	.	.	.
CCOCCCNC(=S)N1C2CCC1CC(NC(=O)NC1CCCCC1)C2 (centres undefined)	0.3%	1.1	-0.36	1789	0%	0.7%	1%	3%	4%	-1.4%
Cc1ccc(-n2c3c(c(=O)[nH]c2=O)C(C(F)(F)F)(C(F)(F)F)NC(=O)N3)cc1	0.0%	1.1	3*	1551*	-13%	0.3%	1%	-2%	-9%	-1.0%
O=C(NC1CCCCC1)C(c1ccccn1)N(C(=O)c1csnn1)C1CCCCC1 (centres undefined)	-1.1%	1.1	0.54	1497	-1%	-0.2%	22%	-8%	-10%	2.2%
CCOC(=O)N1CCN(CC(=O)Nc2cc(OCC)ccc2OCC)CC1	-0.3%	1	-0.07	1065	4%	3.4%	-2%	7%	-2%	3.2%
COc1ccc(/C=N/N2CCN(c3ccccc3OC)CC2)cc1Br	-0.4%	.	.	.	-2%	2.0%	4%	.	.	.
Fc1ccc(C2=NNC(=NCc3ccccc3)SC2)cc1F	-1.7%	1	-0.62	1223	-2%	.	9%	0%	-8%	0.1%
CCOc1ccc(OCC)c(NC(=O)C2CCCN(S(=O)(=O)c3ccc(C)cc3)C2)c1 (centres undefined)	0.3%	.	.	.	-4%	19%	5%	.	.	.
